# FN deposition inh: fibronectin deposition inhibition; AH1F fibroblasts, Alexa488-fibronectin deposition fluorescence, overnight; inhibition, % at 12.6 µM; 0.086% of 350,000 active; AID 743247;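 active = mean inhibition across replicates of 30% or more, regardless of how many single replicates reach that level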;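 note: positive control wells lacked labelled fibronectin entirely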
#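 Schedule: 1 h cell adhesion before compound, then overnight fibronectin incubation; test system: AH1F fibroblast monolayer depositing Alexa488-labelled fibronectin into matrix; quantity: 10000 AH1F cells per well; probe or stimulus: fluorescent fibronectin at 24 nM final; signal: fluorescence, ex 485 nm, em 525 nm; evaluation: percent inhibition as loss of matrix-bound fibronectin fluorescence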
# INS-1E GSIS act: GLuc luminescence reporter in INS-1E cells, primary screen for activators of glucose-dependent secretion of insulin; INS-1E GLuc reporter insulin secretion, 2-3 h; activation, % at 16.6 µM; 0.61% of 370,000 active;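 active = lowest replicate activation of at least 40%, so every replicate reaches that level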;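 note: 0% = median of neutral control wells and 100% = median of IBMX positive control wells; some compounds called inactive have numbers as strong as hits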
# PglD inh: PglD (C. jejuni) enzyme inhibition | purified PglD enzyme, DTNB colorimetric CoA detection | inhibition, % at 12.5 µM | 0.098% of 360,000 active | AID 602405; in the data active = inhibition above about 16%, passing the limit was not always enough; note: strong numbers were not always called active
# CFTR F508del cor: CFTR F508del correction in bronchial cells; CFBE cells, YFP halide quenching; stimulated with forskolin plus potentiator P3; % fluorescence drop versus neutral controls; activity (quench increase), % at 7.58 µM; 0.36% of 350,000 active; AID 720511;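 active = mean added fluorescence quench of at least 8% versus neutral control, with both replicates also reaching 8%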;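 note: cells transiently co-express mutant CFTR-F508del with the halide-sensitive YFP; corrector assay measuring rescue of mutant channel to the surface after 24 h compound exposure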
# Cneo AK release: causes C. neoformans cell lysis; adenylate kinase release luminescence, 4 h; normalised: neutral wells 0, clomiphene wells 100; lysis activity, % at 15 µM; 0.2% of 360,000 active;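 active = mean lysis activity across replicates of at least 80%, whatever share of replicates individually reach that level; inactive = mean lysis activity below 80%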
#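 Signal: Adenylate kinase release luminescence | Assay system: Log-phase Cryptococcus neoformans yeast cells | Input: Cells at 5 × 10^6 per mL | Buffer or medium: Fresh YPD growth medium | Compound: Single dose | Schedule: Static 4 h at 37 °C with compound, 1 h detection | Controls: Clomiphene | Read-out: Luminescence rise reflecting yeast cell lysis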
# miR-122 sensor: inhibitors of miR-122 in Huh7 cells; 0.3% of 340,000 active; activation (reporter increase), % at 12.5 µM; Huh7 miR-122 Renilla luciferase sensor, 48 h; neutral wells = 0, positive control = 100;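 active = mean replicate activation score at least 90 and every replicate individually at or above 90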;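 note: higher luciferase means less miR-122 activity so hits act as miR-122 inhibitors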
# C2C12 statin: protects C2C12 myotubes from simvastatin toxicity; rescue of ATP level, % at 7.49 µM; 0.78% of 330,000 active; ATP luminescence, 48 h; scaled: DMSO 0, geranylgeraniol control 100;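 active = mean ATP rescue above about 67%, or every replicate alone reaching that limit, limit read from the data, passing the limit was not always enough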;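 note: myotubes were challenged with 10 µM simvastatin during compound exposure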
# PGC1a acetyl inh: lowers PGC1a acetylation signal in U2OS cells; inhibition, % at 15.6 µM; AlphaScreen anti-acetyl-lysine; with virally co-expressed GCN5 acetyltransferase; 0.17% of 350,000 active; AID 651687;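 active = every replicate shows inhibition of at least 40%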;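 note: 0% = neutral control wells and 100% = positive control wells; some results beyond the cut were filed as inactive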
# * marks the source's active call; other numbers are inactive results; x = not tested or not shown; [ ] = another dose, or the depositor's remark.
SMILES,FN deposition inh,INS-1E GSIS act,PglD inh,CFTR F508del cor,Cneo AK release,miR-122 sensor,C2C12 statin,PGC1a acetyl inh
CCCC(=O)N(CCc1ccccc1)Cc1nc2ccccc2c(=O)[nH]1,x,x,4,x,0,-3,4,3
CC(=O)Nc1ccc(NC(=O)C(C)OC(=O)C2CCN(S(=O)(=O)c3ccccc3C(F)(F)F)CC2)cc1 (stereo not given),1,-15,-2,5.9,x,-2,14,0
Cc1ccc(O)c(NC(=O)C2CCCCC2)c1,0,-4,x,-1.0,x,x,x,0
CC(C)NC(=O)Cn1nnc(-c2cccc(NC(=O)c3ccccc3F)c2)n1,x,x,2,x,-2,3,-19,8
O=C(C[C@H]1CC[C@@H]2[C@H](COC[C@@H](O)CN2C(=O)Nc2ccc(Cl)c(Cl)c2)O1)NCc1ccc(F)cc1,0,-5,3,-0.7,-8,-5[16.7 µM],-21,11
CCCOc1ccc(N2C(=O)CC(NCCCN3CCC(C(N)=O)CC3)C2=O)cc1 (stereo not given),x,x,-5,x,0,-3,x,-10
Cc1ncc(CO)c2cc(C(=O)Nc3cccc(F)c3)c(=Nc3cccc(C(N)=O)c3)oc12,8,13,2,-0.2,0,-14,-7,-26
O=C(NCc1ccc2c(c1)OCO2)c1cccs1,x,x,0,x,4,8,-3,0
O=C(/C=C/c1ccccc1)N/C(=C/c1ccccc1)C(=O)N1CCCCC1,0,x,2,x,1,24,23,1
Nc1ccc2nc3n(c(=O)c2c1)CCC3,7,21,1,-2.5,-3,-2,-2,4
Cc1cccc(-c2nc(CS(=O)CC(=O)NCC3CCCO3)c(C)o2)c1 (stereo not given),4,x,-5,-5.8,2,-1,0,-7
CCCC(=O)c1cc(F)c(N2CCN(C(=O)OCC)CC2)cc1C,8,-16,-2,x,-2,0,3,-3
Cc1ccc(N2C(=O)[C@@H]3C(c4cccnc4)=NO[C@@H]3C2=O)c(C)c1,3,0,x,-1.5,x,x,3,-1
CS(=O)(=O)N(CC(=O)N1CCN(c2ccccc2)CC1)c1ccc(Cl)c(C(F)(F)F)c1,x,x,8,x,-2,-3,-1,6
Cc1cc(C(=O)Nc2cccc3c2O[C@H](CN(C)C)[C@H](C)CN([C@H](C)CO)C3=O)n(C)n1,4,9,1,1.6,-13,8[16.7 µM],11,1
COc1ccc(CCNCC(=O)Nc2c(C)cc(C)cc2C)cc1OC,-3,8,-9,-1.8,1,x,-5,x
O=C1CCCN1Cc1ncnn1-c1ccccc1,x,x,4,x,0,-3,x,-3
Cc1cccc(NC(=O)C(C)Oc2ccc(C)nc2[N+](=O)[O-])c1 (stereo not given),10,7,-2,4.4,3,-2,-5,4
O=C(CCC1CCCCC1)NNC(=O)NC12CC3CC(CC(C3)C1)C2,-12,-10,x,x,x,-2,58,6
CCOC(=O)[C@H]1[C@H]2COc3ccc(Br)cc3[C@@H]2N2C(=O)CN(Cc3ccc(Cl)cc3)C(=O)[C@@]12C,13,-1,5,7.9,7,-3,-6,x
NS(=O)(=O)c1ccc(Sc2ccc3c(c2)CCC3)nc1,6,8,2,3.2,-9,-4,4,5
CO[C@H](CN(C)Cc1cc(F)ccc1F)[C@H](C)CN(C(=O)Nc1ccc(C(F)(F)F)cc1)[C@H](C)CO,7,-23,1,-1.2,-3,x,-14,0
O=C(NCC[C@H]1CC[C@H](NC(=O)c2ccccc2F)[C@H](CO)O1)c1cnccn1,-8,7,1,1.2,-1,x,-6,2
O=C(Cn1nc(-c2ccccc2)nc1-c1ccccc1)OC1CCCCC1,x,4,-1,-4.4,-1,x,12,-7
CCOc1ccc(NS(=O)(=O)c2ccc(C(=O)N(C)Cc3cccc(OC)c3OC)cc2)cc1,-2,-45,-13,1.1,-4,x,1,x

# The list continues:
SMILES,FN deposition inh,INS-1E GSIS act,PglD inh,CFTR F508del cor,Cneo AK release,miR-122 sensor,C2C12 statin,PGC1a acetyl inh
CC(=O)c1sc(NC(=O)c2ccc(F)cc2)nc1-c1ccccc1,21,13,x,0.6,x,x,x,0
O=C1N(Cc2cccc(Cl)c2)C[C@@H]2C[C@@H](c3cccn3-c3ccccn3)N3CCC[C@@]123,-5,-22,-3,-0.2,0,0,-8,-7
CCOC(=O)C1CCCN(C(=O)/C=C/c2ccc([N+](=O)[O-])cc2)C1 (stereo not given),3,x,5,x,3,1,x,-3
FC(F)(F)c1cccc(NC(=S)NCc2ccccn2)c1,15,-9,2,x,3,-4,x,-3
N#Cc1ccc(C23CC4(C2)[C@H](CN(P(=O)(c2ccccc2)c2ccccc2)[C@@H]4c2ccccc2)C3c2ccc(Cl)nc2)cc1 (stereo not given in full),x,x,4,x,-3,1,6,-3
N=c1n(CCCOc2ccccc2Cl)c2ccccc2n1CC(N)=O,-4,5,x,-1.6,x,2,-28,-3
COc1ccccc1NS(=O)(=O)c1cc(N)ccc1N1CCCC1,1,x,1,-2.3,2,15,-15,-19
O=C(NCCc1c[nH]c2ccccc12)c1ccc2c(c1)OCO2,6,23,6,-0.4,-4,x,7,x
Cc1cc(NS(=O)(=O)c2ccc(CC(C)C)cc2)no1,x,x,-4,x,1,24,44,x
C[C@H]1CN([C@@H](C)CO)C(=O)CCCn2cc(nn2)CO[C@@H]1CN(C)CC1CCCC1,-3,1,2,1.6,-1,6[16.7 µM],5,-5
CCN=C1SC(CC(=O)NC(N)=O)C(=O)N1CC (stereo not given),-2,x,-1,x,-2,3,-5,3
COc1ccc(-n2c(C)cc(C(=O)Cn3c(NCCO)nc4ccccc43)c2C)cc1,x,-14,0,x,-3,-8,14,1
C(=N\c1nc2ccccc2n1Cc1ccccc1)/c1cccs1,x,3,4,x,0,-5,3,-1
COc1ccc(N2CCN(C3CCCN(C(=O)CN4CCCC4=O)C3)CC2)cc1 (stereo not given),2,6,-2,0.1,4,-3,-6,-3
c1ccc(N2CCN(Cc3cn4ccccc4n3)CC2)cc1,6,-6,x,-3.4,x,x,x,-6
CC(Nc1nc(-c2ccncc2)nc2ccccc12)c1ccccc1 (stereo not given),19,7,2,-0.9,5,-2,-23,-1
c1ccc(C(c2c[nH]c3ccccc23)c2c[nH]c3ccccc23)nc1,x,x,-2,x,1,-2,7,-19
CO[C@@H]1CN(C)C(=O)c2ccc(NC(=O)c3ccc(-c4ccccc4)cc3)cc2OC[C@H](C)NC[C@H]1C,-13,-10,x,-2.7,x,x,x,-31
C[C@@H]1CCCCO[C@H](CN(C)S(=O)(=O)c2ccccc2)[C@H](C)CN([C@H](C)CO)C(=O)c2cc(NS(=O)(=O)c3cn(C)cn3)ccc2O1,-1,0,-2,-3.2,-1,-1[16.7 µM],x,1
CC1(C)N=C(SCC(=O)Nc2ccc(Cl)cc2)C(c2ccc(Cl)cc2)=N1,-15,x,-2,x,1,-2,17,-6
COc1cccc(CNc2nc(NCC3CC3)nc3ccsc23)c1,-3,-22,5,-2.5,-1,-10,-17,-4
O=C(Nc1ccccn1)c1cccc(S(=O)(=O)N2CCCCC2)c1,x,x,2,x,6,3,8,-20
O=C(C1CCCCC1)N1CCN=C1SCc1cccc([N+](=O)[O-])c1,9,-3,-4,1.8,8,0,-14,4
COC(=O)COc1ccc(C(=O)Cn2c(NCCCO)nc3ccccc32)cc1,7,2,2,-2.0,-2,-15,4,-3
C[C@@H]1CN([C@@H](C)CO)C(=O)c2cc(NC(=O)c3ccncc3)ccc2O[C@H]1CN(C)C(=O)Nc1ccc(F)cc1,-12,25,4,-3.8,0,-4[16.7 µM],0,4

# Next results follow:
SMILES,FN deposition inh,INS-1E GSIS act,PglD inh,CFTR F508del cor,Cneo AK release,miR-122 sensor,C2C12 statin,PGC1a acetyl inh
COc1cccc(CN(C)C(=O)c2ccc(NS(=O)(=O)c3ccc(F)cc3)cc2)c1OC,-12,-13,0,-0.8,-1,32,10,-2
CC1=C(C(=O)Nc2ccccc2)C(c2ccc(C)cc2)N=C(Nc2nc3ccccc3o2)N1 (stereo not given),x,36,-1,x,-1,8,-72,-5
Clc1ccc2nc(CN3CCCCCC3)cn2c1,-6,x,0,x,5,4,x,-9
C[C@@H]1CN([C@@H](C)CO)C(=O)Cc2cc(NC(=O)Nc3ccccc3)ccc2O[C@@H]1CN(C)CC1CC1,x,x,-4,-3.6,-61,0[16.7 µM],-2,x
CC(C)(C)NC(=O)C[C@H]1C[C@H](C(=O)N2CCCCC2)[C@@]2(CCc3ccccc3)c3[nH]c4cc(-c5ccco5)ccc4c3CCN2C1=O,-17,7,-2,-2.3,1,-5,7,-6
Fc1ccc(-c2nnc(-c3ccc(F)cc3)o2)cc1,12,24,-5,0.0,-2,-3,-3,-10

# Hits appear at their usual frequency. Share with any hit: about 2.1%.
